FBPA Giardia inh: Giardia lamblia aldolase inhibition | AID 2451 | purified Giardia FBPA | A8B2U2 | Potency, µM (highest dose often 59.6 µM), without a hit: at the highest dose activity, negative = inhibition, usual class: inhibitors | hit rate 0.71% among 290,000; also: potency is read from the fitted curve at half-maximal effect; % is scaled to controls: 0 for no effect and ±100 for the full control effect; nearly all actives have a fitted effect of over 55% in size
Target sequence (A8B2U2 whole entry, looked up): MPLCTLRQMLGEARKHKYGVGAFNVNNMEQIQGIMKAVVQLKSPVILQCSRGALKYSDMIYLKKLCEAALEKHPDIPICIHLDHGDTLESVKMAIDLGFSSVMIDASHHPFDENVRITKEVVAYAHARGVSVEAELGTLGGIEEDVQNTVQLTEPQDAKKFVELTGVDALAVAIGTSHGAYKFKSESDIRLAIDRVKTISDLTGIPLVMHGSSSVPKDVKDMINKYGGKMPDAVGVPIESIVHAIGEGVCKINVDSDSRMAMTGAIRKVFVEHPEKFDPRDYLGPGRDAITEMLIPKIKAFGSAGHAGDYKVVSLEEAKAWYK
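40 nM FBPA preincubated 10 min at RT with compound (up to 57.5 uM final), then substrate plus GAPDH/TPI/NAD/arsenate coupling and diaphorase/resazurin added. Fluorescence read after 20 min at RT, 525/598 nm.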
Shiga toxin inh: inhibitors of Shiga toxin in Vero cells; Vero cells, Shiga toxin protein synthesis inhibition reporter; inhibition, % at 38.7 µM; hit rate 9.2% among 290,000; in the data active = inhibition mostly above about 28%, no sharp cut-off; inactive = mostly below about 43%; also: 0% is about no effect
HCMV antiviral: inhibitors of human cytomegalovirus; HFF cells, HCMV-luciferase reporter, 72 h; stronger effect = lower value; activity change, negative = inhibition, % at 57.5 µM; hit rate 4.5% among 410,000; in the data active = activity change below about -60%; inconclusive = no clear call, values can overlap the other calls; inactive = above about -39%; also: % is scaled to controls: 0 for no effect and ±100 for the full control effect
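Compounds were evaluated in HFFs infected with an HCMV luciferase reporter virus (MOI 1 PFU/cell). Luciferase in lysates collected 72 h post infection served as the replication measure.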
AMA1-RON2 inh: disrupts binding of P. falciparum AMA1 to RON2. hit rate 0.2% among 360,000. AlphaScreen AMA1-biotinylated RON2 peptide binding. Potency, µM (highest dose often 58.2 µM), without a hit: top-dose activity change, negative = inhibition, most hits filed as inhibitors;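 also: potency is read from the fitted curve at half-maximal effect; 0% = vehicle wells and -100% = peptide control; nearly all actives have a fitted effect of over 45% in size; some results filed as inactive show a strong effect at the top dose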
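AMA1 (3D7) with his tag at 25 nM final met compounds first, then biotinylated RON2 peptide at 25 nM; detection used donor plus acceptor beads, 10 µg/mL apiece, read by AlphaScreen after 30 min at room temperature.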
AmpC no deterg: AmpC beta-lactamase inhibition without detergent; P00811; AmpC nitrocefin hydrolysis, absorbance 480 nm, 0.0001% Triton; Potency, µM (highest dose often 57.1 µM), for inactives: at the top dose activity change, negative = inhibition, usual class: inhibitors; hit rate 0.52% among 330,000;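 also: potency is read from the fitted curve at half-maximal effect; plate controls were no compound for no effect and no enzyme for full effect; nearly all actives have a fitted effect of over 20% in size; some results filed as inactive show a strong effect at the top dose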
Target sequence (P00811 whole entry, looked up): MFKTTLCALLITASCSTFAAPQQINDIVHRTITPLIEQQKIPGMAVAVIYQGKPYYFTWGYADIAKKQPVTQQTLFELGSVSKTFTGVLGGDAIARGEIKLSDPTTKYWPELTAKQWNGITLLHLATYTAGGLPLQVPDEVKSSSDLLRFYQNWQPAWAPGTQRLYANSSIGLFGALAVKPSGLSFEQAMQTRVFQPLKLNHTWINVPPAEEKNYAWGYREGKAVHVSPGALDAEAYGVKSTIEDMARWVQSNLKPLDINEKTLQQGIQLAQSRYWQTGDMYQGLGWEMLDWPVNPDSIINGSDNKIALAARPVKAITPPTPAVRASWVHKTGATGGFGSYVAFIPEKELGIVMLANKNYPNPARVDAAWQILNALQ
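20 mM phosphate pH 7.0 + 0.01% (detergent screen) or 0.0001% Triton X-100; 5.3 nM AmpC reagent; cpd preinc 15 min RT; nitrocefin (800 uM stock) to start; A480 q20 s × 4 min; Activity was normalised to no-enzyme and no-compound control wells.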
CHX counter: counter-screen for Shiga toxin inhibitors: cycloheximide protein synthesis inhibition | cell reporter, cycloheximide protein synthesis inhibition counterscreen | max response, % | hit rate 12% among 300,000; in the data active = max response mostly above about 13%, no sharp cut-off; inactive = mostly below about 14%; also: read at 38.3 µM for the half of the compounds with a filed dose; 0% is about no effect
AmpC inh detg: AmpC beta-lactamase inhibition with detergent present. P00811. AmpC hydrolysis of nitrocefin, absorbance 480 nm, 0.01% Triton. Potency, µM (series often up to 114 µM), for the others: top-dose activity change, negative = inhibition, hits mostly inhibitors. hit rate 0.041% among 370,000. AID 485294;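 also: potency is read from the fitted curve at half-maximal effect; 0% = no-compound wells and -100% = no-enzyme wells; nearly all actives have a fitted effect of over 25% in size; some results filed as inactive show a strong effect at the top dose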
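AmpC (5.3 nM in the dispensed reagent) in 20 mM phosphate pH 7.0 with 0.01% (detergent screen) or 0.0001% Triton X-100 was preincubated with compounds for 15 min at room temperature. Nitrocefin was then added from an 800 uM solution, and hydrolysis was followed at 480 nm.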
Starred values were filed as active, the others as inactive; ? = inconclusive; . = not tested or not shown; & = joins results of further samples; [ ] = another dose, or the depositor's remark. Unless noted, calls follow the shape of the dose curve; as a rule, active = well fitted curve in the direction sought with a large enough effect; inconclusive = small, poorly fitted or top-dose-only effect, or another doubt; inactive = no such curve, though single readings can be large; an effect the other way counts as inactive or inconclusive.

SMILES | FBPA Giardia inh | Shiga toxin inh | HCMV antiviral | AMA1-RON2 inh | AmpC no deterg | CHX counter | AmpC inh detg
Oc1ccc(Nc2nc(N3CCCC3)c3ccccc3n2)cc1 | -8.5% | 42.0 | -65.9* | 4.5% | -34.5% | -1.2 | -2.6%
CC(C)OCC(O)CN (stereo unspecified) | -4.8% | -9.9 | 65.7 | 0.4% | -6.6% | -0.8 | -9.2%
CC1(C)Cc2c(cnn2-c2ccc(F)cc2)C(NC(=O)c2ccc(=O)oc2)C1 (stereo unspecified) | . | 57.2 | 84.6 | -1.8% | -3.4% | 22.4* | 3.8%
Cc1oc2cc3oc(=O)c(CC(=O)NCC(=O)N[C@@H](C(=O)O)c4ccccc4)c(C)c3cc2c1C | -0.1% | -3.2 | -19.8 | 0.0% | -16.8% | -2.0 | ?
Cc1ccc(Cl)c(OCC(=O)Nc2ccccc2N2CCCCC2)c1 | . | . | ? | 22.0% | -31.8% | . | ?
O=C(O)C1(P(=O)(c2ccccc2)c2ccccc2)CCCC1 | 2.3% | 4.2 | 4.1 | -5.2% | -5.7% | -0.5 | 2.0%
Cc1nc2c3cc(F)ccc3n(CCN3CCCCC3)c2s1 | -0.2% | -4.8 | 34.9 | 1.1% | -23.6% | -2.1 | 2.2%
CSc1ccc(C(=O)C2CCCN(Cc3cccnc3)C2)cc1 (stereo unspecified) | 4.0% | -5.6 | -62.0* | 4.5% | 23.0% | -1.2 | 2.0%
O=C(NCC(c1ccc(F)cc1)N1CCOCC1)c1ccco1 (stereo unspecified) | . | . | 0.2 | 0.9% | -7.0% | . | -12.2%
COc1ccccc1NC(=O)c1cc2c(CO)cnc(C)c2oc1=Nc1cc(OC)c(OC)c(OC)c1 | 9.6% | 2.3 | -15.1 | -2.3% | 7.1% | -2.7 | 1.0%
COc1ccc(-c2nnc3n2N=C(c2ccccc2OC)CS3)c(OC)c1 | -1.9% | -9.6 | . | . | . | -2.0 | .
O=C1NC(=O)N(Cc2cccs2)C(=O)/C1=C/c1ccc(N2CCOCC2)cc1 | -6.0% | -7.1 | -1.4 | -6.0% | -27.3% | 1.0 | 5.5%
CCOc1ccccc1CNC(=O)C1CCCN(c2nnc(C)c3c(C)n(-c4ccccc4)nc23)C1 (stereo unspecified) | 2.9% | 7.1 | -107.2* | 14.9% | 37.0% | 6.4 | -14.5%&-0.4%
O=C1OCCC1NC1=NCCC1 (stereo unspecified) | 4.0% | -3.1 | -13.6 | -2.7% | 3.6% | -2.1 | -14.5%
CCCOC(=O)c1c(NC(=O)CCCn2nc([N+](=O)[O-])cc2C)sc(C(=O)OC)c1C | -3.0% | -16.1 | 19.2 | -5.8% | -20.0% | -2.4 | -10.1%
Cc1ccc2nc(Nc3ccccc3)cc(C)c2c1 | -4.8% | . | 51.3 | 4.0% | -32.3% | 51.1* | ?
COc1ccccc1N1CCN(C(=O)CN(CCc2ccccc2)S(C)(=O)=O)CC1 | -2.6% | 48.5 | ? | 0.0% | 155.2%[activator] | -7.7 | 2.7%
Cc1nnc2ccc(-c3ccc(NC(=O)c4ccc(Cl)nc4)cc3)nn12 | -1.4% | -7.7 | . | . | -16.7% | -5.2 | 5.5%
CCn1cc(CN2CCc3c([nH]c4ccccc34)C2c2cccc(O)c2)c(C)n1 (stereo unspecified) | -10.3% | -1.7 | 27.1 | -21.0% | 32.7% | -1.3 | 8.6%
CCN(CC)CC#CCC(O)(c1ccccc1)C1CCCC1 (stereo unspecified) | -6.1% | -7.4 | 2.3 | 2.3% | 4.4% | -3.1 | -2.2%
COc1ccc(CC(=O)OC(C)C(=O)Nc2ccc(S(N)(=O)=O)cc2)cc1 (stereo unspecified) | . | . | -16.3 | 13.4% | -13.1% | . | -15.3%
COc1ccc(CN2CC=C(c3ccc(F)cc3)CC2)cc1Br | ? | -4.3 | -2.0 | 0.0% | -7.8% | -0.5 | 1.7%
CCCCCCn1c(-c2cccs2)n[nH]c1=S | 0.2% | -5.1 | -80.3* | 36.9%[activator] | -36.1% | -4.3 | -3.3%
COc1cccc(NC(=O)CN(C)C(=O)c2cc(C3CC3)nn2-c2ccccc2)c1 | . | . | ? | 2.1% | -8.5% | . | -3.8%
N#CCC(=O)N/N=C\c1ccccc1OC/C=C/c1ccccc1 | . | 77.4* | 60.0 | 46.7%[activator] | -50.0% | 50.2* | -7.4%
CCCCN1CN(Cc2ccccc2)CNC1=S | 4.4% | -1.7 | ? | -3.0% | -2.4% | -3.4 | -5.7%
O=C(N/N=C1/SCC(=O)N1Cc1ccco1)c1ccccc1F | 1.3% | 17.1 | -2.6 | -9.7% | -6.5% | -6.9 | 0.4%
Cc1ccc(-n2ncc3c(N4CCCC(C)C4)ncnc32)c(C)c1 (stereo unspecified) | -2.1% | 82.6* | 17.7 | -6.4% | 43.3% | 64.9* | 2.0%
Cc1ccc(NC(=S)Nc2ccc(C(C)C)cc2)cc1S(=O)(=O)N1CCCCCC1 | -3.2% | 81.7* | -99.0* | 42.7%[activator] | ? | 27.8* | -3.9%
Cc1cc(C)n(-c2ccc(Cl)c(C(=O)OCC(=O)N3CCCCC3C)n2)n1 (stereo unspecified) | -3.4% | -6.7 | 41.9 | -0.3% | 23.2% | -4.8 | -11.9%
O=C(O)C1CCN(S(=O)(=O)c2ccc3c(c2)OCCCO3)CC1 | 13.7% | -8.5 | 46.5 | -0.9% | -19.5% | -3.2 | ?

Of the compounds above, twelve have sulfur:
SMILES | FBPA Giardia inh | Shiga toxin inh | HCMV antiviral | AMA1-RON2 inh | AmpC no deterg | CHX counter | AmpC inh detg
Cc1nc2c3cc(F)ccc3n(CCN3CCCCC3)c2s1 | -0.2% | -4.8 | 34.9 | 1.1% | -23.6% | -2.1 | 2.2%
CSc1ccc(C(=O)C2CCCN(Cc3cccnc3)C2)cc1 (stereo unspecified) | 4.0% | -5.6 | -62.0* | 4.5% | 23.0% | -1.2 | 2.0%
COc1ccc(-c2nnc3n2N=C(c2ccccc2OC)CS3)c(OC)c1 | -1.9% | -9.6 | . | . | . | -2.0 | .
O=C1NC(=O)N(Cc2cccs2)C(=O)/C1=C/c1ccc(N2CCOCC2)cc1 | -6.0% | -7.1 | -1.4 | -6.0% | -27.3% | 1.0 | 5.5%
CCCOC(=O)c1c(NC(=O)CCCn2nc([N+](=O)[O-])cc2C)sc(C(=O)OC)c1C | -3.0% | -16.1 | 19.2 | -5.8% | -20.0% | -2.4 | -10.1%
COc1ccccc1N1CCN(C(=O)CN(CCc2ccccc2)S(C)(=O)=O)CC1 | -2.6% | 48.5 | ? | 0.0% | 155.2%[activator] | -7.7 | 2.7%
COc1ccc(CC(=O)OC(C)C(=O)Nc2ccc(S(N)(=O)=O)cc2)cc1 (stereo unspecified) | . | . | -16.3 | 13.4% | -13.1% | . | -15.3%
CCCCCCn1c(-c2cccs2)n[nH]c1=S | 0.2% | -5.1 | -80.3* | 36.9%[activator] | -36.1% | -4.3 | -3.3%
CCCCN1CN(Cc2ccccc2)CNC1=S | 4.4% | -1.7 | ? | -3.0% | -2.4% | -3.4 | -5.7%
O=C(N/N=C1/SCC(=O)N1Cc1ccco1)c1ccccc1F | 1.3% | 17.1 | -2.6 | -9.7% | -6.5% | -6.9 | 0.4%
Cc1ccc(NC(=S)Nc2ccc(C(C)C)cc2)cc1S(=O)(=O)N1CCCCCC1 | -3.2% | 81.7* | -99.0* | 42.7%[activator] | ? | 27.8* | -3.9%
O=C(O)C1CCN(S(=O)(=O)c2ccc3c(c2)OCCCO3)CC1 | 13.7% | -8.5 | 46.5 | -0.9% | -19.5% | -3.2 | ?
